High-throughput results: PubChem, National Center for Advancing Translational Sciences (NCATS)
Epigenetic reg – Quantitative High-Throughput Screen for Regulators of Epigenetic Control; 280,000 compounds, 0.2% hits; Potency, µM (titrated, usually from 53.9 µM), for the others: at the highest dose GFP activation, most hits filed as activators; murine LDR cells, GFP reporter derepression, 30 h; active = well fitted activation curve with a large enough effect; inconclusive = small, poorly fitted or top-dose-only effect; note: % of control where 0% means no effect; nearly all actives have a fitted effect of over 60% in size
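Murine LDR cells bearing a silenced CMV-driven GFP reporter were exposed to compound for 30 h at 37 C. After PBS washes, GFP-positive cells (20-120 um objects) counted by laser-scanning microplate cytometry.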
Numbers without * were called inactive; ? = inconclusive. Potency is the fitted concentration of half-maximal effect. Some of the compounds tested. The share of hits here may be higher or lower than overall.

A first look (two entries):
nr	compound	Epigenetic reg
1	CCn1cc(C(=O)NCCc2ccc(Cl)cc2)c(=O)c2cc(S(=O)(=O)N3CCOCC3)ccc21	-0.8%
2	Cc1cc(=O)n2nc(N3CCC(C(=O)Nc4ccc(Br)cc4F)CC3)sc2n1	-5.2%

The whole of this part, from the first entry:
nr	compound	Epigenetic reg
1	CCn1cc(C(=O)NCCc2ccc(Cl)cc2)c(=O)c2cc(S(=O)(=O)N3CCOCC3)ccc21	-0.8%
2	Cc1cc(=O)n2nc(N3CCC(C(=O)Nc4ccc(Br)cc4F)CC3)sc2n1	-5.2%
3	COc1ccc(OCC(=O)NCc2ccc3c(c2)CCN3C(=O)c2ccc(F)cc2)cc1	1.1%
4	COc1ccc2cc(-c3nnc(Nc4ccccc4)s3)c(=O)oc2c1	-0.2%
5	O=C(NCCc1ccccc1)c1nnc(Cc2cccc(F)c2)o1	1.4%
6	CCOC(=O)c1sc2ncn(CC(=O)Nc3ccc(F)cc3F)c(=O)c2c1C	2.8%
7	O=C(c1ccc2c(c1)CCN2S(=O)(=O)c1ccc(Cl)cc1)N1CCN(c2ccccc2)CC1	-2.6%
8	CN(C(=O)CSc1nc2ccc(NC(=O)CCc3ccccc3)cc2s1)c1ccccc1	0.8%
9	CC1=C(C(=O)Nc2ccc(C)cc2C)C(c2ccccc2[N+](=O)[O-])n2ncc(C(=O)Nc3ccccc3)c2N1 (centres undefined)	0.0%
10	Cc1ccc(Cl)cc1N1CCN(C(=O)c2cc3c(=O)oc4ccccc4c3s2)CC1	1.3%
11	NS(=O)(=O)c1ccc(NC(=O)c2csnn2)cc1	0.0%
12	COc1ccc(CNC(=O)CCc2c(C)c3cc4c(C)c(C)oc4cc3oc2=O)cc1OC	-0.9%
13	C#CCOc1ccc(C2C(C(=O)OC)=C(C)NC3=C2C(=O)c2ccccc23)cc1OCC (centres undefined)	2.0%
14	CCc1ccc2c(c1)c(=O)c(S(=O)(=O)c1ccccc1)cn2CC(=O)Nc1ccc(OC)cc1	-1.8%
15	Cc1ccc(C)c(CN2C(=O)c3ccccc3S(=O)c3ccc(C(=O)N4CCN(c5ccccc5F)CC4)cc32)c1 (centres undefined)	-1.1%
16	NS(=O)(=O)c1ccc(NC(=O)C(=O)Nc2ccc3nc4n(c(=O)c3c2)CCCCC4)cc1	0.6%
17	COc1ccc(C(=O)/C=C/c2cn(CC(O)CN3CCc4ccccc43)c3ccccc23)cc1 (centres undefined)	-1.6%
18	CCCCOc1ccc(NC(=O)Cn2nnnc2-c2ccccc2F)cc1	2.0%
19	Cc1oc(-c2ccc(C(=O)NCc3ccccc3F)cc2)nc1COc1ccccc1	5.2%
20	Cc1nn(C(=O)c2ccccc2)c(C)c1S(=O)(=O)N1CCOCC1	-0.6%
21	COc1ccc(NC(=O)c2ccco2)cc1NC(=O)COc1cc(C)ccc1C(C)C	-1.1%
22	Cc1cc(C(F)(F)F)n2nc(-c3ccc(Br)cc3)cc2n1	-1.9%
23	CCCCN(CC)CCCNC(=O)c1sc2nc3n(c(=O)c2c1C)CCCCC3	1.1%
24	CCCCCn1c(=O)[nH]c2cc(C(=O)N3CCN(c4cccc(OC)c4)CC3)ccc2c1=O	-1.0%
25	CC(=O)N1CCc2cc(Br)cc(S(=O)(=O)CCC(=O)NCCc3ccc(Cl)cc3)c21	-0.6%
26	COc1ccc(CC(=O)Nc2nnc3n2CCS3)cc1OC	0.0%
27	COc1cc(Cl)c(NC(=O)c2cc(S(=O)(=O)N3CCCCC3)c[nH]2)c(OC)c1	1.2%
28	CCCN(CCC)S(=O)(=O)c1ccc(N2CCCCS2(=O)=O)cc1	-3.1%
29	N#Cc1c[nH]n2c(NC3CCCCC3)c(-c3ccccc3F)nc12	-1.8%
30	COCCCNC(=O)c1ccc(-n2c(-c3ccccc3)cc3c2CCCC3)cc1	1.4%

The list goes on; it opens with the 2 that closed the last part.
nr	compound	Epigenetic reg
29	N#Cc1c[nH]n2c(NC3CCCCC3)c(-c3ccccc3F)nc12	-1.8%
30	COCCCNC(=O)c1ccc(-n2c(-c3ccccc3)cc3c2CCCC3)cc1	1.4%
31	COc1ccc(NC(=O)C(=O)NCCc2ccc(OC)c(OC)c2)c(OC)c1	0.0%
32	Cc1ccc(N2CCN(S(=O)(=O)c3cc(C(=O)Nc4cc(Cl)cc(Cl)c4)ccc3F)CC2C)cc1 (centres undefined)	-0.8%
33	CCCCNC(=O)CN1C(=O)CSc2ccc(S(=O)(=O)N3CCC(C)CC3)cc21	0.0%
34	CN(Cc1ccccc1)C(=O)c1ccc2c(c1)N(Cc1ccccc1F)C(=O)c1ccccc1S2(=O)=O	0.0%
35	CCc1nn(CC(=O)N2CCN(c3cccc(C(F)(F)F)c3)CC2)c(=O)c2cc3occc3n12	-2.7%
36	CCOc1ccc(NC(=O)c2c(NCc3cc(OC)c(OC)cc3OC)sc3c2CCCC3)cc1	0.0%
37	CCOC(=O)c1cc(C)n(CC2CCC(C(=O)Nc3ccc(C(C)=O)cc3)CC2)c1C (centres undefined)	1.3%
38	COc1ccc(-c2nc(-c3cc4cc(Br)ccc4oc3=O)cs2)cc1	0.0%
39	CCCCn1cc(S(=O)(=O)c2cccc(C)c2)c(=O)c2cc(F)c(N3CCOCC3)cc21	-0.2%
40	Cc1ccc(CNC(=O)c2ccc3c(c2)c(C)c(C)n3Cc2ccccc2)o1	-2.0%
41	COc1ccc(NC(=O)c2ccco2)cc1NC(=O)C(C)(C)Oc1ccc(Cl)cc1	?
42	COc1ccccc1OCC(=O)N(Cc1cccs1)C1CCS(=O)(=O)C1 (centres undefined)	-0.1%
43	CCOc1ccc(CCNC(=O)c2ccc3nc(N4CCC(C)CC4)sc3c2)cc1OCC	-4.1%
44	CC(=O)Nc1ccc(S(=O)(=O)N(Cc2ccccc2)Cc2ccccc2)cc1	-0.8%
45	COC(=O)c1ccc(NC(=O)CSc2n[nH]c(-c3ccccc3)n2)cc1	-1.4%
46	CCn1c(=N)c(C(=O)NCc2ccccc2)cc2c(=O)n3cccc(C)c3nc21	-0.3%
47	O=C(CN1C(=O)COc2ccc(Cl)cc21)Nc1ccc(F)cc1	1.9%
48	O=C(NCc1ccc(Cl)cc1)C1CCC(CNS(=O)(=O)c2ccccc2)CC1 (centres undefined)	-1.1%
49	Cc1cc(Cl)ccc1NC(=O)CCCn1nc(C)c2c(C)n(-c3ccccc3)nc2c1=O	-3.3%
50	Cc1cc(Cl)ccc1NC(=O)C1CCN(S(=O)(=O)c2ccc3[nH]c(=O)ccc3c2)CC1	2.8%
51	COc1ccc2c(c1)sc1ncc(C(=O)NCc3cccc(Cl)c3)c(=O)n12	0.0%
52	CCOc1ccccc1NC(=O)c1c(NCc2cccs2)sc2c1CCCCC2	-1.1%
53	Cc1ccc(CCNC(=O)c2ccc(CSCc3ccc(C)cc3)o2)cc1	1.2%
54	Cc1cccc(-c2nc(SCC(=O)Nc3ccc4c(c3)OCCO4)c(-c3ccccc3)[nH]2)c1	2.0%
55	Cc1cccc(CN2CCN(CC(=O)NCc3ccc(Cl)cc3)C2=O)c1	-0.9%
56	COc1ccc(Cn2c(=O)n(-c3ccc(C)cc3)c(=O)c3c2c2cc(C)ccc2n3C)cc1	-0.9%
57	COc1ccc(CNC(=O)c2ccc(-c3nc(CSc4ccccc4)c(C)o3)cc2)c(OC)c1	4.2%
58	COc1ccc(CCC(=O)NC2CC(=O)N(c3ccc(F)cc3)C2)cc1 (centres undefined)	2.8%
59	CCOc1ccc(-c2cc(C(=O)NC(C)c3ccccc3)c3ccccc3n2)cc1 (centres undefined)	20%
60	Nc1c(C(=O)Nc2ccc(OC(F)(F)F)cc2)nnn1Cc1ccccc1	-1.1%
61	Cc1ccc(Cl)cc1NC(=O)Cn1nc2c(cc1=O)CC(C)CC2 (centres undefined)	0.8%
62	COc1ccc(CCNC(=O)c2cc(=O)[nH]c3ccc(S(=O)(=O)N4CCCCC4)cc23)cc1OC	7.1%
63	CCOC(=O)C1CCN(C(=O)Cn2ncc3c4ccccc4n(Cc4ccccc4)c3c2=O)CC1	4.7%
64	Cn1c(=O)c2c(SCC(=O)NCc3ccco3)nc(-c3cccc(F)c3)nc2n(C)c1=O	-3.0%
65	Cc1ccc(-c2nc3ccccc3n3c(-c4ccccc4)c4c(=O)n(C)c(=O)n(C)c4c23)cc1	1.9%
66	O=C(Cn1c(=O)oc2cc(S(=O)(=O)N3CCCCCC3)ccc21)NCc1ccccc1Cl	-2.2%
67	COc1ccccc1CCNC(=O)Cc1c(C)c2cc3c(C(C)(C)C)coc3c(C)c2oc1=O	3.2%
68	CCc1ccc(CNC(=O)c2ccc3c(c2)nc2n3CCOC2)cc1	5.3%
69	COc1ccc(-c2cn3nc(N4CCCC(C(=O)NCc5ccccc5Cl)C4)sc3n2)cc1 (centres undefined)	-0.4%
70	CC(=O)Nc1ccc(S(=O)(=O)NC2(C(F)(F)F)C(=O)Nc3c2c(=O)[nH]c(=O)n3-c2ccc(C)cc2)cc1 (centres undefined)	0.0%
71	COc1ccc(CNC(=O)C2CCN(S(=O)(=O)N3CCC(C)CC3)CC2)c(OC)c1	3.7%
72	COc1cc(OC)c(OC)cc1CN1CCc2nc(N3CCN(c4ccccc4F)CC3)ncc2C1	4.9%
73	COc1cccc(NC(=O)Cn2c(=O)n(-c3cccc(OC)c3)c(=O)c3c4c(sc32)CCCC4)c1	3.5%
74	CCOc1ccc(-c2cc(NC(=O)c3cccc(Cl)c3)c(C(=O)OC)s2)cc1	5.3%
75	COc1ccc(OC)c(NC(=O)Cn2c(=O)n(Cc3ccco3)c(=O)c3cc(OC)c(OC)cc32)c1	?
76	COc1cccc(NC(=O)N(Cc2c[nH]c3ccccc23)C2CCCCC2)c1	-0.1%
77	O=C(Nc1cccc(Cl)c1)c1csnn1	-1.6%
78	CCCCNc1oc(-c2ccc(COc3ccccc3C)o2)nc1C#N	-3.2%
79	CCc1ccc(-n2nc(CO)c(C(=O)NC)n2)cc1	-2.6%
80	CCCS(=O)(=O)c1c(S(=O)(=O)CCC)c2cc(CC)ccn2c1C(=O)c1ccc(Cl)cc1	3.1%
81	CCOc1ccc(CC(=O)NCCc2sc3nc(-c4ccc(OC)cc4)nn3c2C)cc1	2.0%
82	O=c1c(N2CCN(c3cccc(Cl)c3)CC2)csc2ccc(Cl)cc12	2.8%
83	COc1ccc(-c2ccc(=O)n(CC(=O)Nc3ccccc3C(F)(F)F)n2)cc1	-1.1%
84	O=C(C1CCC(CNS(=O)(=O)c2ccc(Br)s2)CC1)N1CCN(c2ccccc2Cl)CC1 (centres undefined)	0.6%
85	Cc1ccc(F)cc1NC(=O)CCc1c(C)nn(-c2ccc(N3CCOCC3)nn2)c1C	0.0%
86	O=C(c1ccc2c(c1)N(Cc1c(F)cccc1Cl)C(=O)c1ccccc1S2)N1CCCC1	2.8%
87	Cc1cccc(Cn2cc(S(=O)(=O)c3ccc(Cl)cc3)c(=O)c3cc4c(cc32)OCO4)c1	-8.5%
88	Cc1ccc(-c2cc(C(F)(F)F)n3nc(-c4ccc(Cl)cc4)cc3n2)cc1	0.0%
89	CC(C)(C)OC(=O)N1CCC(c2c(C(=O)NCCc3ccsc3)cnn2-c2ccc(F)cc2F)CC1	-0.4%
90	CCCCN(CCCNC(=O)CN1N=C(c2ccccc2)CCC1=O)c1ccccc1	0.8%

Next entries follow:
nr	compound	Epigenetic reg
91	CCc1ccc(OCC(=O)NCC(c2ccc(Cl)cc2)N2CCOCC2)cc1 (centres undefined)	-1.6%
92	Cc1ccc(CNc2nc3c(S(=O)(=O)c4ccc(C)c(C)c4)nnn3c3ccc(Cl)cc23)cc1	0.0%
93	CCOc1ccc(-c2cc(NC(=O)c3ccc(C)cc3)c(C(=O)OC)s2)cc1	-0.7%
94	CCCCN1C(=O)c2[nH]nc(-c3ccccc3O)c2C1c1cccc(OCc2ccccc2)c1 (centres undefined)	13%
95	Cc1ccc(CCNC(=O)CN2C(=O)COc3ccc(S(=O)(=O)N4CCC(C)CC4)cc32)cc1	-0.1%
96	CCOc1ccccc1NC(=O)Cn1nnc(C(=O)NCc2cccs2)c1N	1.1%
97	O=C(Nc1cccc(Cl)c1)c1cc2c(=O)[nH]c3ccccc3c2s1	?
98	Cc1ccc(CNC(=O)Cn2cc(C(=O)c3ccc(Cl)cc3)c(=O)c3ccc(C)nc32)cc1	5.9%
99	COc1ccc(-c2nc3sc(CCNC(=O)C(=O)Nc4ccc(OC)c(OC)c4)c(C)n3n2)cc1	4.1%
100	CC(C)c1ccc(N2C(=O)CSC23C(=O)N(Cc2cccc(F)c2)c2ccccc23)cc1 (centres undefined)	1.4%
101	Cc1ccc(NC(=O)c2ccc3nc(Cc4ccccc4)oc3c2)cc1F	-1.7%
102	CCOc1ccccc1N(CC)C(=O)Cn1ncc2c([nH]c3ccccc32)c1=O	3.7%
103	CCn1c(=O)c2sccc2n2c(CCCC(=O)N3CCN(c4cccc(Cl)c4)CC3)nnc12	-0.2%
104	CCOc1ccc(CNC(=O)CCC(=O)N2CC3CCCN3c3ccccc32)cc1 (centres undefined)	-1.7%
105	CCOc1cc(C2CC(=O)Nc3c2c(=O)nc(SCc2cccc(Cl)c2)n3C)ccc1O (centres undefined)	-1.6%
106	COc1ccc(Cl)cc1NC(=O)Cn1c(=O)c(-c2ccccc2NC(C)=O)nc2ccccc21	2.4%
107	O=C(CCCn1c(=O)c2sccc2n(Cc2ccc(Cl)cc2)c1=O)NCc1ccc2c(c1)OCO2	4.4%
108	CCOC(=O)c1c(N)n(-c2ccc(C)c(Cl)c2)c2nc3ccccc3nc12	6.5%

Arranged by the number under Epigenetic reg (smallest number first): 3 from the list above.
nr	compound	Epigenetic reg
39	CCCCn1cc(S(=O)(=O)c2cccc(C)c2)c(=O)c2cc(F)c(N3CCOCC3)cc21	-0.2%
26	COc1ccc(CC(=O)Nc2nnc3n2CCS3)cc1OC	0.0%
37	CCOC(=O)c1cc(C)n(CC2CCC(C(=O)Nc3ccc(C(C)=O)cc3)CC2)c1C (centres undefined)	1.3%
